mHTT CaM bind = mHTT-calmodulin interaction abrogation; inhibition, % at 15 µM; 190,000 compounds, 3.6% hits; P42858; AlphaScreen His-mHTT/GST-CaM binding, luminescence;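 also: 0% = both proteins with DMSO and 100% = one protein alone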
Target sequence (P42858 whole entry, looked up, stated change not applied): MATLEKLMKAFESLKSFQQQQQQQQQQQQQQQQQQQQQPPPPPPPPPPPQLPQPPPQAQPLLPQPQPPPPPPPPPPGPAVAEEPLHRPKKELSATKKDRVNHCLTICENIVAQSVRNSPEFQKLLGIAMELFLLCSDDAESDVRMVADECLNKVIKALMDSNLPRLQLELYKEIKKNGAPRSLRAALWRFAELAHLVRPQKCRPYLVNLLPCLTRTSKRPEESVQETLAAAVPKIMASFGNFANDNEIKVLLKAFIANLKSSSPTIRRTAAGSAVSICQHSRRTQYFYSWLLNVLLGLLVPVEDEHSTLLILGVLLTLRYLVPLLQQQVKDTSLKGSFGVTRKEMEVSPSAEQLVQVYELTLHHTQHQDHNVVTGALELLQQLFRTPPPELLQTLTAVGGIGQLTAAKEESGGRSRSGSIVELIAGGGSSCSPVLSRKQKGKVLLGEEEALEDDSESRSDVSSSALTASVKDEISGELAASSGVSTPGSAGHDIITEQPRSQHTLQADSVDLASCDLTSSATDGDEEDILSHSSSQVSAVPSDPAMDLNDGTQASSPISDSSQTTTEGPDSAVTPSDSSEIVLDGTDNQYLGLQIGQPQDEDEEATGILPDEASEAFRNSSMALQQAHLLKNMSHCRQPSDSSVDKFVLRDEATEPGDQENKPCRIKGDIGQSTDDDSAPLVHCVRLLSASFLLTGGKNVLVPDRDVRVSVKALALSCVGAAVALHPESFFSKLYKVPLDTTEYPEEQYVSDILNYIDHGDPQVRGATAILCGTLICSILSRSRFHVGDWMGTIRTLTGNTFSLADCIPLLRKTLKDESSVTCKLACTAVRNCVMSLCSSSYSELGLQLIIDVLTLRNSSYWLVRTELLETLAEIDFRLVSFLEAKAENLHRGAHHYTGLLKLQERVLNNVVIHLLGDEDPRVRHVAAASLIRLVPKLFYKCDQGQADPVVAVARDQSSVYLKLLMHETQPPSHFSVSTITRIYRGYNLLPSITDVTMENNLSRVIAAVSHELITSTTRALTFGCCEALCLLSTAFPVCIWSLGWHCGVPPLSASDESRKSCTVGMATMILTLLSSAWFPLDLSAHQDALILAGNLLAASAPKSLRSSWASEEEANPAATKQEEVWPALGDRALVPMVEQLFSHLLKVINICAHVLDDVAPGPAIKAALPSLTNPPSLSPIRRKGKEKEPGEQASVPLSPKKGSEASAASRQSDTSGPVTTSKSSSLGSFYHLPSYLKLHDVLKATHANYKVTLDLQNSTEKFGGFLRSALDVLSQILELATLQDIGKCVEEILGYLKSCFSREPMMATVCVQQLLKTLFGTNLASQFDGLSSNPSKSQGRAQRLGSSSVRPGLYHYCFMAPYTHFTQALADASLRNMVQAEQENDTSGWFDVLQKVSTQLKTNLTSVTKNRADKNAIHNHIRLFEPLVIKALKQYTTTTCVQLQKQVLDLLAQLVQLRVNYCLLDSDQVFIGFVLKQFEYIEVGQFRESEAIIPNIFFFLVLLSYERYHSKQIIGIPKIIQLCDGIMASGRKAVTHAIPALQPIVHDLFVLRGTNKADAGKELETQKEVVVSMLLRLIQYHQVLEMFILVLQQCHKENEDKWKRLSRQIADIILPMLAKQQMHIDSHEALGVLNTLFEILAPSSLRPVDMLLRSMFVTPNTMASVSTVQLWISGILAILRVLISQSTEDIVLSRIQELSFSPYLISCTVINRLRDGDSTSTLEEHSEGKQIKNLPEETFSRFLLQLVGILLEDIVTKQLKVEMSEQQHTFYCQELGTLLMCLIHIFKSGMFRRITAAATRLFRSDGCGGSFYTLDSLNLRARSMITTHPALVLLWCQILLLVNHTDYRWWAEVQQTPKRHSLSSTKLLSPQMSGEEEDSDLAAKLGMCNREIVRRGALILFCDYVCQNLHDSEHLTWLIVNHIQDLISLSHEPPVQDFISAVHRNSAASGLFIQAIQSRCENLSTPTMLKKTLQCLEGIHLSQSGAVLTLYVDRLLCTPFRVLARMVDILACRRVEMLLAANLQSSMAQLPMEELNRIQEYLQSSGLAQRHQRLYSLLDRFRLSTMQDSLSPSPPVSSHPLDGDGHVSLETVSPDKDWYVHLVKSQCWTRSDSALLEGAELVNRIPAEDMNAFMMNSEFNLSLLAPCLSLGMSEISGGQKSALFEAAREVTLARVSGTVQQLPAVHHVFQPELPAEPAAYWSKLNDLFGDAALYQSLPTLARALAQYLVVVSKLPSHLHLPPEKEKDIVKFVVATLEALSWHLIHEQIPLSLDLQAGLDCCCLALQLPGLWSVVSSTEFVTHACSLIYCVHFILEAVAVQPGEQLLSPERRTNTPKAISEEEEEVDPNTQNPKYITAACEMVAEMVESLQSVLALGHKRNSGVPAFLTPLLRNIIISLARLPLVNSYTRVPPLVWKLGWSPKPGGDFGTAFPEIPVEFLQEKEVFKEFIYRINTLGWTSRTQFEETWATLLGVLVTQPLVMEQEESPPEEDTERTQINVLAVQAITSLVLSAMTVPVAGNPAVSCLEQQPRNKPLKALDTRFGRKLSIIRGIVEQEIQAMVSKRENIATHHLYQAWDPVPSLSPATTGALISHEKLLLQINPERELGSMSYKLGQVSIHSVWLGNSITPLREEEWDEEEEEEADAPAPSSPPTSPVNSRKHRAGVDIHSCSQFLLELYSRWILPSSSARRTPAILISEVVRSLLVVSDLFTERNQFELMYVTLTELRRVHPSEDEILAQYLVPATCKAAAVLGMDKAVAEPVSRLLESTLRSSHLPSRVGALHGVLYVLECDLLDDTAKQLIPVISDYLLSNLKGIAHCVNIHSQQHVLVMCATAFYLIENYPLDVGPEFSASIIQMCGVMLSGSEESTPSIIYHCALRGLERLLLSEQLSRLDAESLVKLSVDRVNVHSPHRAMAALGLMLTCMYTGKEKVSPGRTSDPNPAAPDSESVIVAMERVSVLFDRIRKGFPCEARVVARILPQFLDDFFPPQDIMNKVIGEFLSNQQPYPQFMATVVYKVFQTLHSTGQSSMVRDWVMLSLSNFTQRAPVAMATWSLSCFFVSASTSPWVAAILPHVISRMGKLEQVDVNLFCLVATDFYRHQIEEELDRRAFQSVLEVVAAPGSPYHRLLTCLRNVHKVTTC
Pf apPOL inh = Pf-apPOL DNA polymerase inhibition. Recombinant Pf-apPOL, molecular beacon fluorescence, 1.5 h. inhibition, % at 10 µM. 210,000 compounds, 0.25% hits. AID 1794808
Numbers without * were called inactive; . = not tested or not shown; & = joins results of further samples. Rule as the data show it: active = inhibition above about 50%; inactive = the rest. Not a hit list, and some 3.6% of all compounds hit somewhere here.

SMILES	Pf apPOL inh	mHTT CaM bind
CC(=O)c1ccc(-c2ccc(C=O)o2)cc1	-6	16
Cc1c(C=O)c2ccccc2n1CC(=O)N1CCOCC1	-3	1
CC(C)(C)COS(=O)(=O)c1ccc(Br)cc1	-17	.
COc1cc(NS(=O)(=O)c2ccccc2)c2ncccc2c1	-2	42
Cc1ccc2c(c1)sc(=NC(=O)c1ccc(S(=O)(=O)N3CCOCC3)cc1)n2C	-2	-5
O=C(COc1cc(Cl)ccc1Cl)Nc1cccc(C(F)(F)F)c1	-3	-6
COc1ccc(N(C(C)C(=O)Nc2ccc(C(N)=O)cc2)S(C)(=O)=O)cc1 (stereo not drawn)	1	-6
COc1ccc(NC(=O)CCN2C(=O)C3C4CCC(C4)C3C2=O)cc1 (stereo not drawn)	0	2
Cc1cccc(-n2nnc(C(=O)NCc3ccccc3Cl)c2N)c1	-3	-4
Cc1ccc(NC(=O)N2CCCC(C)(C(=O)NCc3ccccc3)C2)cc1F (stereo not drawn)	-2	-7
COc1ccccc1CN1C(=O)CCC1(C)C(=O)NC1CCCCCCC1 (stereo not drawn)	-9	-3
CCSc1nnc2c(n1)OC(c1ccsc1)Nc1ccc(Br)cc1-2 (stereo not drawn)	0	22
CC(C)N(CCNC(=O)C1CCCN(S(=O)(=O)N2CCCC2)C1)Cc1ccccc1 (stereo not drawn)	-24	0
CC(N)c1ccccc1 (stereo not drawn)	-17	-9
O=C(Cc1ccc(F)cc1)NCc1ccc(Cl)cc1	-5	-6
COCCCNC(=O)N1CCCC1c1nc(-c2cccc(C)c2)no1 (stereo not drawn)	-1	15
CCCCN1C(=O)C(C)(C(=O)Nc2ccc(OC)cc2)Oc2cccnc21 (stereo not drawn)	-10	-6
O=C(Nc1nccs1)C(=O)N1CCN(C(c2ccccc2)c2ccccc2)CC1	-1	6
O=Nc1c2ccc[nH]c-2c2ccccc12	.	-3
COc1cc(C2NC(C(=O)O)CS2)ccc1C (stereo not drawn)	-5	-9
CC(Cc1ccccc1)C(=O)Nc1ccc(Br)cc1 (stereo not drawn)	2	-40
COc1ccc(-c2nnc3n2CCN(Cc2cn(C)nc2C)C3)cc1	5	7
O=S(=O)(Nc1nccs1)c1ccc(N=Cc2cc(Cl)ccc2O)cc1	-2	3
CC(=O)NCc1csc(C2CCN(C(=O)c3ccccc3)CC2)n1	-3	-2
O=C1CCCC2=C1C(c1ccc(O)cc1)n1nc(SCc3ccccc3F)nc1N2 (stereo not drawn)	0	4
NC(=O)c1c(NC(=O)C2CC2)sc2c1CCCC2	.	-4
Cc1ccc2nc(/C(C#N)=C/c3cc([N+](=O)[O-])ccc3Cl)[nH]c2c1	1	11
CCc1ccc(NC(=O)N2CCN(Cc3ccccc3)C2)cc1	20	3
COc1ccc2c(c1)C(C)CC(C)(C)N2C(=O)CSc1nccc(C)n1 (stereo not drawn)	2	3
COc1cc(-c2nc3ccccc3nc2-c2ccc(O)c(OC)c2)ccc1O	-8	11
COc1ccc(Cl)cc1NC(=O)CN(c1cccc(Br)c1)S(C)(=O)=O	-8	27
Cn1nc(-c2nc(-c3ccccc3F)no2)c2c1CCN(C(=O)Cc1cccnc1)C2	-2	4
CCCC(=O)Oc1cc(C)[nH]c(=O)c1[N+](=O)[O-]	1	-4
CC(=O)Nc1c(C(=O)c2ccc(C)cc2)oc2ccc(Cl)cc12	4	-1
Cc1cc(C(=O)Nc2ccc3c(c2)CCC(=O)N3)no1	-3	2
N#C/C(=C\c1ccc(-c2cc(Cl)ccc2Cl)o1)C(=O)Nc1cccc2ncccc12	5	.
COc1ccc(-c2cc(C(=O)NCCCN3CCOCC3)no2)cc1OC	-4	4
O=C(CN1C(=O)/C(=C/c2cccc(Cl)c2)Sc2ccccc21)NCCN1CCOCC1	-2	14
COCCCC/C(=N\OCCN)c1ccc(C(F)(F)F)cc1	5	.
CCOc1ccccc1NC(=O)COc1ccc(C(C)C)cc1	-3	-78
COc1ccc(F)cc1S(=O)(=O)N(C)CC1(C)CCOCC1	-2	-5
c1cncc(-c2noc(C3CCCN3)n2)c1 (stereo not drawn)	-4	1
N=c1oc2ccc(Br)cc2cc1C(=O)Nc1ccc(F)cc1	-2	2
Cc1ccc(C(=O)N2CCC(CCNS(=O)(=O)c3ccc(F)cc3F)CC2)cc1	-3	41
O=C(c1ccc(F)cc1)N1CCN(c2cc(N3CCCCCC3)c(F)cc2[N+](=O)[O-])CC1	-3	34
CC1=C(C(=O)Nc2ccccn2)C(c2ccsc2)C2=C(CC(C)(C)CC2=O)N1 (stereo not drawn)	-3	4
NNC(=O)COc1ccc(Cl)cc1Cl	-4	-2
CC(=O)Nc1ccc(Nc2nc(-c3c(C)nc4ccccn34)cs2)cc1	-4	21
CC(C)(C)c1ccc(OS(=O)(=O)c2ccc(Cl)cc2Cl)cc1	7&-2	.
CC(C)(Oc1ccc(Cl)cc1)C(=O)NCCSc1c[nH]c2ccccc12	3	99*
O=C(Nc1ccc(Br)cc1)c1nc[nH]c1C(=O)O	-3	80*
COc1ccc2c(c1)OC(=Cc1cc(OC)c(OC)cc1OC)C2=O	-4	0
CN(C)Cc1c(O)ccc2c(=O)c(-c3ccc(Br)cc3)coc12	-88	5
COc1cc(/C=C2\NC(=O)NC2=O)cc(Cl)c1OCc1cccc(C(=O)O)c1	-4	6
CC(NC(=O)c1cc2c(s1)CCN(C(=O)c1ccc(F)cc1)C2)c1ccccc1 (stereo not drawn)	-6	4
CCc1ccc(C(=O)N2CCCC(c3cccc(C(=O)NCCN(CC)CC)c3)C2)cc1 (stereo not drawn)	-7	10
NS(=O)(=O)C=Cc1ccccc1	-1	.
Cc1nn(CC(N)=S)c(C)c1Br	-5	.
COc1ccc(F)cc1S(=O)(=O)NCC1CCN(C(=O)NC(C)(C)C)CC1	0	1
COc1ccc(C2=N/C(=C\c3cccc(OC)c3)C(=O)O2)cc1	-3	1

Among those listed so far, these have fluorine:
SMILES	Pf apPOL inh	mHTT CaM bind
O=C(COc1cc(Cl)ccc1Cl)Nc1cccc(C(F)(F)F)c1	-3	-6
Cc1ccc(NC(=O)N2CCCC(C)(C(=O)NCc3ccccc3)C2)cc1F (stereo not drawn)	-2	-7
O=C(Cc1ccc(F)cc1)NCc1ccc(Cl)cc1	-5	-6
O=C1CCCC2=C1C(c1ccc(O)cc1)n1nc(SCc3ccccc3F)nc1N2 (stereo not drawn)	0	4
Cn1nc(-c2nc(-c3ccccc3F)no2)c2c1CCN(C(=O)Cc1cccnc1)C2	-2	4
COCCCC/C(=N\OCCN)c1ccc(C(F)(F)F)cc1	5	.
COc1ccc(F)cc1S(=O)(=O)N(C)CC1(C)CCOCC1	-2	-5
N=c1oc2ccc(Br)cc2cc1C(=O)Nc1ccc(F)cc1	-2	2
Cc1ccc(C(=O)N2CCC(CCNS(=O)(=O)c3ccc(F)cc3F)CC2)cc1	-3	41
O=C(c1ccc(F)cc1)N1CCN(c2cc(N3CCCCCC3)c(F)cc2[N+](=O)[O-])CC1	-3	34
CC(NC(=O)c1cc2c(s1)CCN(C(=O)c1ccc(F)cc1)C2)c1ccccc1 (stereo not drawn)	-6	4
COc1ccc(F)cc1S(=O)(=O)NCC1CCN(C(=O)NC(C)(C)C)CC1	0	1

(more compounds)
SMILES	Pf apPOL inh	mHTT CaM bind
CCN1CCCC1CNc1ncnc(N)c1[N+](=O)[O-] (stereo not drawn)	-1	0
COc1ccc(N=Cc2cc(Br)cc(Cl)c2O)cc1	-11	3
CCCNc1cc(N2CCC(CCC(=O)NCc3ccccn3)CC2)ncn1	-14	2
Cc1ccc(C)c(OCC(=O)Nc2ccc(C(=O)O)cc2)c1	-6	1
COCCN1C(=O)C(=O)C(=C(O)c2ccccc2)C1c1cccc([N+](=O)[O-])c1 (stereo not drawn)	-2	0
COc1cc(Cn2nc(C)c3cnn(C(C)(C)C)c3c2=O)cc(OC)c1	6	-12
CCN(CC)CCOc1ccccc1Br	3	-4
Cc1c(Cl)cccc1-n1ncnc1-c1ccc([N+](=O)[O-])cc1	-2	5
CC(C)c1ccc(C(=O)O)c(=O)[nH]1	-4	-4
COc1ccc(CCNC(=O)CSc2nc3c(cnn3-c3ccc(C)cc3)c(=O)[nH]2)cc1OC	-2	-4
O=C(c1cccn2c(=O)c3cc(Cl)ccc3nc12)N1CCN(c2cccc(Cl)c2)CC1	-5	5
Cc1ccc(C2C=C(c3ccc4c(c3)OCO4)Nc3ncnn32)cc1 (stereo not drawn)	-3	12
Nn1c(SCC(=O)O)nnc1-c1ccc(Br)cc1	7	2
COc1ccccc1NC(=O)c1cc(S(=O)(=O)N2CCOCC2)c(Cl)cc1Cl	-4	4
O=C1NC2(CCCCC2)Cc2ccccc21	6	-9
CC(=O)NCC(=O)N1CCCn2cc(-c3ccc4c(c3)OCO4)nc21	-15	23
CC1(C)CC(O)CC(C)(C)N1CC(O)COC12CC3CC(CC(C3)C1)C2 (stereo not drawn)	-13	-7
O=C(c1ccc2c(c1)OCO2)N1CCN(c2ncnc3c2CCC3)CC1	-9	-4
CCn1nc(C)cc1C(=O)N(Cc1ccccc1)Cc1ccccc1	-6	-2
O=C(Nc1ccc2c(c1)OCO2)C(c1ccc(Cl)cc1)N1CCC2(CC1)OCCO2 (stereo not drawn)	-4	19
CCc1noc(COC2CCCN(C(=O)c3cnccn3)C2)n1 (stereo not drawn)	-5	-16
CC(=O)C1=C(C)Nc2ccccc2S1	-2	.
O=C(NCC(O)C1CCCCC1)c1ccc(F)cc1Cl (stereo not drawn)	-6	-18
O=C(NCC1CCCCC1)C1CCc2sc(C(=O)N3CCOCC3)cc2C1 (stereo not drawn)	-7	6
CC(=O)Nc1nonc1-c1nc2ccccc2n1Cc1ccccc1F	-6	0
CC(c1nc2ccccc2n1C)C(O)(c1ccccc1)c1ccccc1 (stereo not drawn)	-3	-21
Cc1nnc(NC(=O)c2coc(NC(=O)c3ccco3)n2)s1	15	-8
Cc1ccc2oc(CN3CCCN(C(=O)c4ccc(C#N)cc4)CC3)nc2c1	-3	20
Cc1ccc(C(=O)N2CCc3nc(-c4ccc(F)cc4)ncc3C2)cc1F	-1	3
COc1ccc(C(=O)N2CCCC2c2nc(-c3cccc(C)c3)no2)cc1OC (stereo not drawn)	2	9
CCOc1ccc(OCCn2cnc3ccccc3c2=O)cc1	-6	-11
CC(C)C(=O)Nc1ccc(C2(C(=O)N(C)Cc3ccccc3)CCCCC2)cc1	-2	6
CN1CCN(C2CN(CCc3ccccc3)S(=O)(=O)C2)CC1 (stereo not drawn)	-5	-7
O=C(COc1ccc2c(c1)OCO2)Nc1ccccc1F	3	27
CC(C)NC(=O)Cn1c(=O)n(-c2ccccc2)c2ncccc21	-1	-2
Cn1ncc(N2CCCC(C(=O)Nc3ccc4c(c3)OCO4)C2)cc1=O (stereo not drawn)	21	72*
O=C(NCCC1=CCCCC1)C(=O)NCC1CCN(C(=O)Oc2ccccc2)CC1	-3	-5
C=CCc1cc(OC)c(O)c(-c2cc(CC=C)cc(OC)c2O)c1	2	61*
CCN1c2ccc(C)cc2C(=O)NC12CCN(C(=O)c1ccccc1OC)CC2	-2	10
Cn1nc(CO)c2c1CCN(C(=O)c1ccc3c(c1)OCO3)C2	-2	-2
O=C(NCc1ccc(F)cc1F)C1CCN(c2cn[nH]c(=O)c2)CC1	-3	-1
COc1ccccc1-c1nc(C2CCCN(C(=O)c3cc(Cl)ccc3F)C2)no1 (stereo not drawn)	-1	9
COc1ccc(CCNC(=O)CC(NS(=O)(=O)c2ccc(C)cc2)c2ccco2)cc1OC (stereo not drawn)	-2	7
CS(=NC(=O)Nc1ccc(OC(F)(F)F)cc1)c1ccc(OC(=O)c2ccc(Cl)cc2)cc1 (stereo not drawn)	1	.
O=C1C(Nc2ccccc2)=C(NS(=O)(=O)c2ccccc2)C(=O)c2ccccc21	0	16
COc1cc(/C=C2\C(=O)ON=C2C)cc(Br)c1OCc1cccc(F)c1	-3	51*
Cc1cc(C)cc(N2C(=O)CC(Sc3ncn[nH]3)C2=O)c1 (stereo not drawn)	1	11
CCOc1ccc(-c2nc3s/c(=C\c4ccccc4Br)c(=O)n3n2)cc1	4	-3
c1cc(-c2noc(-c3cccs3)n2)cc(-n2cccc2)c1	3	.
COc1ccc(CNC(=O)CSc2nnnn2-c2ccccc2)cc1	4	-6
CCNC(=O)NCCC1CCN(S(=O)(=O)c2ccc(C)cc2)CC1	-4	31
O=C(O)c1ccccc1NS(=O)(=O)c1cccc(C(F)(F)F)c1	-2	-17
COc1ccc(CCNC(=O)c2nnn(-c3ccc4c(c3)OCCO4)c2N)cc1OC	-3	11
CN(C)c1ncccc1NC(=O)c1ccc(F)cc1	2	1
COc1ccc(Nc2ncnc3sc4c(c23)CCC(C)C4)cc1 (stereo not drawn)	-1	0
COc1cc(N2C=C(C#N)S(=O)(=O)c3ccc(F)cc32)c(OC)cc1Cl	0	-4
CSC(=NC#N)N1CCC(C(N)=O)CC1	-3	.
CCOc1ccc(N(CC(=O)Nc2ccccc2OCC)S(C)(=O)=O)cc1	-2	15
O=C(NCc1ccc(Cl)cc1)c1cc2n(n1)CCCN(Cc1ccc(Cl)cc1)C2=O	13	47
O=C(CC1CCN(C(=O)C2CCCCC2)CC1)NCc1ccc2c(c1)OCO2	-5	2
COc1ccccc1CNC(=O)C1CCN(c2nc3ccccc3[nH]2)CC1	-8	-5
CC(C)(C)NC(=O)Cn1cc2c(n1)CCCCCC2	-3	-5
CCC(=O)N1CCN(c2nc3ccccc3n(CC(C)C)c2=O)CC1	-6	-2

From PubChem BioAssay
